Screening results: PubChem, National Center for Advancing Translational Sciences (NCATS)
Fluorescein fluor = qHTS Assay for Spectroscopic Profiling in Fluorescein Spectral Region | max fluorescein-equivalent concentration, M | 0.91% of 59,000 active | Compound autofluorescence, 480/540 nm, fluorescein-equivalent; active compounds read high | AID 593, 2007; in the data active = max fluorescein-equivalent concentration above about 10 nM; inconclusive = between about 1.1 nM and that limit
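Library compounds, added at multiple concentrations to pH 8.0 Tris buffer (100 mM), incubate 15 min at room temperature before CCD imaging at 480 nm excitation and 540 nm emission.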
Tau fil binding = qHTS Assay for Tau Filament Binding; AID 596, 2007; Microtubule-associated protein tau (Homo sapiens), P10636; Potency, µM (highest dose often 57.1 µM), for inactives: top-dose activity change, negative = inhibition; recombinant tau filaments, thioflavin S fluorescence, 15 h; filaments grown with octadecylsulfate alongside compound; 2% of 71,000 active;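 note: potency is the fitted concentration of half-maximal effect; % is set by controls: 0 for no effect and ±100 for the full control effect; actives lower thioflavin S fluorescence by blocking filaments or displacing dye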
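Thioflavine S fluorescence (ex 450, em 510 nm) reports filaments formed from 1 uM human tau plus 30 uM ODS over 15 h at 37 C (10 mM HEPES pH 7.4, 100 mM NaCl, 5 mM DTT); compounds displacing dye or blocking filaments lower signal.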
Luciferase inh = qHTS Assay for Inhibitors of Firefly Luciferase; 2.2% of 72,000 active; purified firefly luciferase, luminescence, 8 min; Potency, µM (top dose mostly 57.1 µM), without a hit: at the top dose activity change, negative = inhibition, most hits filed as inhibitors; note: potency is the fitted concentration of half-maximal effect; % is set by controls: 0 for no effect and ±100 for the full control effect; nearly all actives have a fitted effect of over 40% in size
Target sequence (P08659 whole entry, looked up): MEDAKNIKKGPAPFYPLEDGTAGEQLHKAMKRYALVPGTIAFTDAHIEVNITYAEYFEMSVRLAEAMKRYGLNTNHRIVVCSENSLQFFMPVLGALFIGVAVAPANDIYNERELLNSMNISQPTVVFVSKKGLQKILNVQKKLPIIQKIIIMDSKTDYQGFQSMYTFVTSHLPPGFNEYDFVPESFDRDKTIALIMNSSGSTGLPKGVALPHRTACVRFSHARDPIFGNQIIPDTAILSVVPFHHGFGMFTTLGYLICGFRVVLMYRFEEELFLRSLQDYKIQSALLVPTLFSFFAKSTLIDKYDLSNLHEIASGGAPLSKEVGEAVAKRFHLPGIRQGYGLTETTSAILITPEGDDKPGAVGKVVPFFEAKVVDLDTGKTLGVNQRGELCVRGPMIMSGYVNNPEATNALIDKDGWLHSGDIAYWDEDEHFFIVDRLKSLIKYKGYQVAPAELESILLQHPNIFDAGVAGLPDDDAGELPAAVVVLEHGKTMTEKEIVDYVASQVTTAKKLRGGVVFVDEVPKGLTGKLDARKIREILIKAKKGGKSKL
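Compounds were tested as concentration series (qHTS) against purified P. pyralis luciferase with luciferin and 10 uM ATP in 50 mM imidazole pH 7.2, 50 mM KCl, 7 mM MgCl2, 0.01% Tween 20, 0.05% BSA. Luminescence was read after 8 min at ambient temperature.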
Caspase-1 inhib = qHTS Assay for Allosteric/Competitive Inhibitors of Caspase-1; P29466; Caspase-1 enzyme, Ac-WEHD-AFC fluorogenic rate; Potency, µM (highest dose often 57.5 µM), for the others: top-dose activity change, negative = inhibition, actives largely listed as inhibitors; 0.03% of 75,000 active;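 note: potency is the fitted concentration of half-maximal effect; plate controls were vehicle for no effect and no substrate for full effect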
Target sequence (P29466 120-297 limits assumed): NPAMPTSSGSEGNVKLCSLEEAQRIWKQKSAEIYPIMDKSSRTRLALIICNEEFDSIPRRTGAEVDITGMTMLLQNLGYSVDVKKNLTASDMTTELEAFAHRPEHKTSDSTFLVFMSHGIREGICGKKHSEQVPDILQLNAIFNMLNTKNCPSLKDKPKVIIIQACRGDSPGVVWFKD
Target sequence (P29466 317-404 limits assumed): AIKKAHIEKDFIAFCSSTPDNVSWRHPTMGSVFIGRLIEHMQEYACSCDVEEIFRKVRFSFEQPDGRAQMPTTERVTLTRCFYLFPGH
Casp7 inh = qHTS Assay for Allosteric/Competitive Inhibitors of Caspase-7; Potency, µM (series often up to 57.5 µM), without a hit: at the highest dose activity change, negative = inhibition, hits mostly inhibitors; 0.02% of 75,000 active; P55210; recombinant caspase-7, Ac-DEVD-AFC fluorescence rate; AID 889, 2007; active = well fitted inhibition curve with a large enough effect in the main read-out, with a control signal flat, not every such curve was filed as active; inconclusive = small, poorly fitted or top-dose-only effect, or a change in a side signal; note: potency is the fitted concentration of half-maximal effect; % of control where 0% means no effect
HEK293 cAMP ctrl = qHTS Assay for Agonists of the Thyroid Stimulating Hormone Receptor: Activators of Intracellular cAMP Concentrations in Parental HEK 293 | parental HEK293 CNG cAMP sensor, membrane potential fluorescence | Potency, µM (series often up to 57.1 µM), for the others: top-dose activation, usual class: activators | 2.5% of 73,000 active; note: potency is the fitted concentration of half-maximal effect; % of control where 0% means no effect; nearly all actives have a fitted effect of over 55% in size
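Parental HEK 293 cells stably expressing a modified CNG channel (no TSHR) report cAMP rise as membrane depolarization. Membrane potential dye with 100 uM RO 20-1724 was loaded for 60 min at room temperature, then compound added for 30 min; fluorescence read at 590 nm.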
A350 fluor = qHTS Assay for Spectroscopic Profiling in A350 Spectral Region | 11% of 59,000 active | max dye-equivalent concentration, M | Compound autofluorescence, 340/450 nm, Alexa 350 dye-equivalents; active compounds read high; in the data active = max dye-equivalent concentration above about 10 nM; inconclusive = mostly about 1.1 nM to 9.6 nM
TexasRed autofl = qHTS Assay for Spectroscopic Profiling in Texas Red Spectral Region. Compound fluorescence, Texas Red channel, 547/618 nm; active compounds read high. AID 587, 2007. 0.06% of 59,000 active. max dye-equivalent concentration, M; in the data active = max dye-equivalent concentration above about 10 nM; inconclusive = between about 1.1 nM and that limit
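Compound titrations in 100 mM Tris pH 8.0 were incubated 15 min at room temperature and read at 547 nm excitation / 618 nm emission. Texas Red six-point standard curve on each plate converted fluorescence to dye-equivalent concentration.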
ERK AVP inh = qHTS Assay for Inhibitors of the ERK Signaling Pathway using a Homogeneous Screening Assay | HEK293-V1b, vasopressin-stimulated pERK AlphaScreen | Potency, µM (titrated, usually from 57.5 µM), inactives show at the highest dose activity, negative = inhibition, usual class: inhibitors | 0.99% of 72,000 active; note: potency is the fitted concentration of half-maximal effect; % is set by controls: 0 for no effect and ±100 for the full control effect; nearly all actives have a fitted effect of over 55% in size
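HEK293 cells stably expressing V1b receptor, seeded overnight in 1% FBS, were treated with compounds for 30 min at 37C, then stimulated 5 min with 25 nM vasopressin; phospho-ERK read by AlphaScreen SureFire after lysis.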
Rhodamine fluor = qHTS Assay for Spectroscopic Profiling in Rhodamine Spectral Region | max dye-equivalent concentration, M | AID 594, 2007 | 0.05% of 59,000 active | Rhodamine-region fluorescence, 547/598 nm, Tris buffer; active compounds read high; in the data active = max dye-equivalent concentration above about 11 nM; inconclusive = between about 1.1 nM and that limit
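Compounds in 100 mM Tris buffer, pH 8.0, were incubated 15 min at room temperature, then read at 547 nm excitation and 598 nm emission. Fluorescence was normalized against a per-plate six-point rhodamine standard curve as dye-equivalent concentration.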
4-MU autofl = qHTS Assay for Spectroscopic Profiling in 4-MU Spectral Region. max dye-equivalent concentration, M. 11% of 59,000 active. compound autofluorescence, 340/450 nm, 4-MU equivalents; active compounds read high; in the data active = max dye-equivalent concentration above about 10 nM; inconclusive = mostly about 1.1 nM to 9.6 nM
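Compounds in 100 mM Tris, pH 8.0, incubated 15 min at room temperature, then fluorescence read at 340 nm excitation/450 nm emission. Signal converted to 4-MU dye-equivalent concentration using an on-plate six-point 4-MU standard curve.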
* = called active by the depositor; i = inactive; ? = inconclusive; nt = not tested or not shown; & = joins results of further samples; [ ] = dose if it differs, or a comment. Unless noted, calls come from the whole dose curve; as a rule, active = well fitted curve in the direction sought with a large enough effect; inconclusive = small, poorly fitted or top-dose-only effect, or another doubt; inactive = no such curve, though single readings can be large; an effect the other way counts as inactive or inconclusive.

SMILES | Fluorescein fluor | Tau fil binding | Luciferase inh | Caspase-1 inhib | Casp7 inh | HEK293 cAMP ctrl | A350 fluor | TexasRed autofl | ERK AVP inh | Rhodamine fluor | 4-MU autofl
COC(=O)c1c(C)[nH]c(C(=O)C(Cc2ccccc2)N(C)C)c1C (configuration not stated) | ? | -25.4% | 0.6% | -0.8% | 0.0% | -0.8% | ? | i | ? | i | i
S=C=Nc1cccc(C2(N3CCCCC3)CCCCC2)c1 | i | ? | -2.2%&-2.4% | 2.2% | 1.9% | 1.2%&2.6% | i | i | 12.3% | i | i
Cc1cccc(NC2=NCCCS2)c1C | i | 7.0% | 3.5% | -2.3% | -0.3% | 7.8% | i | i | -4.5% | i | i
O=C(c1cc2ccccn2n1)N1CCC2(CC1)OCCO2 | i | -0.4% | 2.5% | -2.4% | 2.2% | 4.6% | i | i | 18.8% | i | i
O=C(C1CC(c2ccc(Cl)c(Cl)c2)=NO1)N1CCC2(CC1)OCCO2 (configuration not stated) | i | 26.4% | -17.1% | -1.2% | -0.8% | 8.5% | i | i | -20.2% | i | i
COC(=O)/C=C\C(=O)N[C@@H]1CC[C@@]2(O)[C@H]3Cc4ccc(O)c5c4[C@@]2(CCN3CC2CC2)[C@@H]1O5 | nt | 31.6µM* | -0.1% | 0.8% | 0.1% | -0.8% | nt | nt | -14.7% | nt | nt
Clc1ccc(CO[C@@H](Cn2ccnc2)c2ccc(Cl)cc2Cl)cc1 | i | 2.2%[25.6 µM] | 11.1%[25.5 µM] | -5.5%[25.7 µM] | -0.6%[25.7 µM] | 15.8µM* | i | i | -5.4%[25.7 µM] | i | i
CN[C@H]1[C@H](C)O[C@@H](O[C@@H]2C/C=C(/C)C/C(C)=C\C=C/CC[C@@H](C)CNC(=O)/C=C\C=C/[C@H]2C)C[C@@H]1O | i | 195.9%[11.4 µM] | 0.0%[11.4 µM] | nt | nt | 4.4%[11.4 µM] | i | ? | nt | i | i
CCC(=O)OC1(c2cccc(C)c2)CC(C)N(C)CC1C (configuration not stated) | ? | -11.1% | 1.5% | 0.8% | 8.1% | 14.8% | ? | i | 19.0% | i | i
Oc1ccc2c3c1O[C@H]1c4c(c5ccccc5n4Cc4ccccc4)C[C@]4(O)[C@H](C2)N(CC2CC2)CC[C@@]314 | nt | 163.1% | 2.6% | -3.1% | -2.2% | -32.2%[inhibitor] | nt | nt | 21.7% | nt | nt
O=C(Oc1ccccc1)N1CCC2(CC1)CN(Cc1ccncc1)C2 | ? | -10.0% | -3.3%[11.4 µM] | -3.2% | -1.2% | 20.4% | i | i | 0.0% | i | i
Nc1cc(Cl)cc(Cl)c1 | nt | -1.2% | nt | -6.6% | -2.6% | 22.9% | nt | nt | -1.9% | nt | nt
Cc1cnn(C2CCN(C)CC2)c1N | ? | 7.8% | 2.2% | 2.5% | -1.0% | -0.5% | i | i | -15.0% | i | i
CN1CCN(c2ccc([N+](=O)[O-])c3[nH]o[n+](=O)c23)CC1 | 1.31e-07M* | 93.9%[11.4 µM] | -9.6%[11.4 µM] | -1.4%[11.5 µM] | 0.0%[11.5 µM] | -0.2%[11.4 µM] | i | i | ? | ? | i
ClCCCCl | nt | 8.0% | nt | -1.8% | -0.6% | -4.3% | nt | nt | 5.2% | nt | nt
COC(=O)[C@H]1C[C@@H]1[C@H](NP(=O)(c1ccccc1)c1ccccc1)c1ccccc1 | nt | 6.7%&4.7% | nt | 4.8% | 6.0% | 0.501µM* | nt | nt | 9.4% | nt | nt
COc1ccc(C[C@@H](N)c2ccc(OC)cc2)cc1 | i | 0.2%[11.4 µM] | 0.7%[11.4 µM] | -1.4%[11.5 µM] | 1.2%[11.5 µM] | -2.0%[11.4 µM] | i | i | 14.2%[11.5 µM] | i | i
O=C(CSc1nnc2c3c4c(sc3ncn12)CCCC4)NCc1ccco1 | i | 0.2% | 0.0% | 1.0% | 0.6% | 12.6µM* | i | i | 14.7% | i | i
COc1ccc(C[C@@H]2NC[C@H](O)[C@H]2OC(C)=O)cc1 | ? | ? | 0.7%[11.4 µM] | nt | nt | 0.7% | i | i | nt | i | i
c1ccc(C2CC2)c(OCC2=NCCN2)c1 | ? | 14.1%&-0.8% | -1.4%&2.8% | -1.7%&1.1% | -0.1%&0.4% | 17.2%&10.1% | ? | ? | 2.9%&3.7% | i | i
CON(C)C(=O)Nc1ccc(Cl)cc1 | i | -1.7% | -1.7% | 0.9% | 0.4% | 1.7% | i | i | 1.8% | i | i
CN1CCN(c2nccc3c2ncn3C)CC1 | ? | 0.8% | 0.4% | 1.0% | 0.3% | 11.5% | i | i | 18.0% | i | i
CC(=NCc1ccc2c(c1)OCO2)c1c(O)n(C)c(=O)n(C)c1=O | i | -8.4% | -0.9% | 0.9% | -0.2% | 20.2% | ? | i | -18.1% | i | ?
CC(Cl)Cl | nt | -2.3% | nt | 1.9% | -0.3% | -10.7% | nt | nt | 22.2% | nt | nt

Full records, quoted from the list. Order of screens: Fluorescein fluor	Tau fil binding	Luciferase inh	Caspase-1 inhib	Casp7 inh	HEK293 cAMP ctrl	A350 fluor	TexasRed autofl	ERK AVP inh	Rhodamine fluor	4-MU autofl
COc1ccc(C[C@@H]2NC[C@H](O)[C@H]2OC(C)=O)cc1 as listed: ?	?	0.7%[11.4 µM]	nt	nt	0.7%	i	i	nt	i	i
ClCCCCl as listed: nt	8.0%	nt	-1.8%	-0.6%	-4.3%	nt	nt	5.2%	nt	nt

The list continues.
SMILES | Fluorescein fluor | Tau fil binding | Luciferase inh | Caspase-1 inhib | Casp7 inh | HEK293 cAMP ctrl | A350 fluor | TexasRed autofl | ERK AVP inh | Rhodamine fluor | 4-MU autofl
COc1ccccc1CN1CCCC2(CCN(C(=O)Oc3ccccc3)CC2)C1 | i | -7.6% | 1.6%[11.4 µM] | -0.9% | 1.6% | ? | i | i | 5.5% | i | i
S=C=S | nt | 9.1% | nt | -2.3% | -0.4% | -4.4% | nt | nt | -6.0% | nt | nt
C=COC(C)=O | nt | 12.2% | nt | -0.7% | 1.2% | -9.5% | nt | nt | 11.2% | nt | nt
O=C(CN1CCCC1=O)N1CCOCC1 | i | 8.1% | 0.1% | -1.2% | -1.6% | 3.8% | i | i | 4.4% | i | i
CC1(C)CC(n2[nH]c(=O)c3c2NC(=O)CSC3c2ccc(F)cc2)CCO1 (configuration not stated) | ? | 6.7% | 0.4% | 1.3% | -3.0% | 9.1% | i | ? | 8.8% | i | i
CO[C@@H](C)[C@](O)(C(=O)OCC1=CCN2CC[C@@H](O)[C@H]12)C(C)C | i | -1.6%[25.6 µM] | -0.5%[25.5 µM] | -7.0%[25.7 µM] | 0.6%[25.7 µM] | -2.6%[25.6 µM] | i | i | 4.1%[25.7 µM] | i | i
C(#CCN1CCOCC1)COC/C=C/c1ccccc1 | i | -4.5% | 2.2% | 0.5% | 3.3% | -2.0% | i | i | -20.7% | i | i
Cn1c(=O)cc(OCC(=O)N2CCN(Cc3ccc4c(c3)OCO4)CC2)c2ccccc21 | i | 4.5% | -0.9% | 0.9% | 1.4% | 2.4% | i | i | 18.5% | i | i
C=C(C)C(=O)OCC1CO1 (configuration not stated) | nt | 10.3% | nt | -1.2% | 0.1% | 4.8% | nt | nt | 4.0% | nt | nt
CN1C(=O)N(C)C(=O)C2(Cc3ccccc3N3CCOCC32)C1=O (configuration not stated) | i | -1.0% | -3.2% | -1.8% | -0.4% | -3.1% | i | ? | -2.6% | i | i
CCCCOC(=O)COc1cc(C)cc2oc(=O)c3c(c12)CCC3 | nt | 48.7% | -0.1% | -0.9% | 0.5% | 8.8% | nt | nt | 13.9% | nt | nt
C=CC#N | nt | -14.1% | nt | -1.6% | -0.4% | ? | nt | nt | -6.9% | nt | nt
NC(=O)c1cc(N2CC2)c([N+](=O)[O-])cc1[N+](=O)[O-] | ? | 1.5% | -3.1% | -1.2% | 0.6% | 10.8% | i | i | -21.9% | i | i
O=C(c1cc(-c2ccccc2)nc2ccccc12)N1CCC2(CC1)OCCO2 | ? | -7.7% | ? | 0.5% | -0.7% | 15.2% | i | i | -13.0% | i | i
C=C(C)[C@H]1CN[C@H](C(=O)O)[C@@H]1CC(=O)O | nt | ? | 3.0% | -0.5% | 2.0% | 8.4% | nt | nt | 6.7% | nt | nt
O=[As](O)(O)c1ccc(N=Nc2ccc([As](=O)(O)O)cc2)cc1 | i | -2.8%[11.4 µM] | 3.5%[11.4 µM] | -0.9%[11.5 µM] | -4.1%[11.5 µM] | 0.1%[11.4 µM] | i | i | 23.1%[11.5 µM] | i | i
O=C(c1cc2ccccc2oc1=O)N1CCC2(CC1)OCCO2 | i | -16.4% | 4.6% | -0.3% | -8.1% | 3.2% | ? | i | -3.6% | i | i
COc1ccc(CC2C(=O)N(C)C(=O)N(C)C2=O)c(OC)c1 | i | 0.1% | 0.2% | 2.3% | 0.1% | -0.2% | i | i | -4.6% | i | i
O=C(O)/C=C\CO | nt | -18.1% | 1.1% | -2.0% | 2.5% | 3.7% | nt | nt | 9.2% | nt | nt

Only part of the results is shown (hit frequency here may not be typical).
